SUMO1 PPI mod = modulators of SUMO1 protein-protein interactions, primary screen, biochemical, uHTS; Small ubiquitin-related modifier 1 (Homo sapiens), P63165; SUMO1 binding to a labelled peptide, TR-FRET, 1 h; inhibition, % at 20 µM; hit rate 0.33% among 360,000; in the data active = inhibition above about 37%
Target sequence (P63165 whole entry, looked up): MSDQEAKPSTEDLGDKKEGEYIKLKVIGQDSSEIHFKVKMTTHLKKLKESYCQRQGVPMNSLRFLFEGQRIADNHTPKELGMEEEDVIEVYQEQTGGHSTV
PABP1 MLLE inh = inhibitors of PABP1 MLLE–PAM2 peptide binding, primary screen, biochemical, fluorescence polarization, FITC-PAM2, GST-MLLE | hit rate 0.36% among 360,000 | AID 588489, 2011 | Polyadenylate-binding protein 1 (Homo sapiens), P11940 | inhibition, % at 20 µM; in the data active = inhibition above about 35%, passing the limit was not always enough;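 also: plate controls were DMSO wells with GST-MLLE for no effect and wells lacking GST-MLLE protein for full effect; some results filed as inactive read as strong as hits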
TbMetRS inhib = T. brucei MetRS inhibitors, primary screen, biochemical, luminescence | purified T. brucei MetRS, ATP depletion, Kinase-Glo luminescence | AID 624268, 2012 | inhibition, % at 11.9 µM | hit rate 0.4% among 360,000;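 active = inhibition above a per-plate cutoff of the control wells' mean inhibition plus 3 SD, cut at about 5.5% in these data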;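 also: 0% = DMSO wells median and 100% = median of wells with control inhibitor compound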
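Dosing: 11.9 µM compound single dose, 0.9% DMSO; Assay system: purified T. brucei MetRS enzyme; Measured by: Kinase-Glo luciferase luminescence reporting remaining unconsumed ATP; Schedule: 15 min plus 2 h at 25 °C.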
CSN inh = inhibitors of CSN-mediated cullin deneddylation, primary screen, biochemical, fluorescence polarization, uHTS. hit rate 0.38% among 360,000. AID 651999, 2013. COP9 signalosome complex subunit 5 (Homo sapiens), Q92905. Purified CSN, SCF-Nedd8-OG deneddylation. inhibition, % at 12.5 µM;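 active = pattern-corrected inhibition above about 35%, with an unprinted fluorescence ratio check between 0.5 and 1.5, limit read from the data, passing the limit was not always enough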;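 also: 0% = enzyme with substrate and 100% = substrate without enzyme; some results filed as inactive read as strong as hits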
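Assay system: purified human Csn5 enzyme expressed in HEK293T cells; measure: % inhibition; also added: SCFSkp2-Nedd8OG substrate at 10 nM final; technique: fluorescence polarization; times: reaction 90 min, room temperature; medium: Tris buffer pH 7.5, NaCl, DTT, Tween-20, trehalose, ovalbumin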
Scp-1 inhibitor = Scp-1 phosphatase inhibitors, primary screen, biochemical, colorimetric, uHTS. Carboxy-terminal domain RNA polymerase II polypeptide A small phosphatase 1 (Homo …. Recombinant Scp1, phosphopeptide, malachite green phosphate absorbance. inhibition, % at 20 µM. hit rate 0.88% among 340,000. AID 493091, 2011;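 active = inhibition above about 50% at 20 µM, limit read from the data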;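 also: plate controls were DMSO wells with enzyme for no effect and wells lacking enzyme for full effect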
Target sequence (Q9GZU7 76-261 limits assumed): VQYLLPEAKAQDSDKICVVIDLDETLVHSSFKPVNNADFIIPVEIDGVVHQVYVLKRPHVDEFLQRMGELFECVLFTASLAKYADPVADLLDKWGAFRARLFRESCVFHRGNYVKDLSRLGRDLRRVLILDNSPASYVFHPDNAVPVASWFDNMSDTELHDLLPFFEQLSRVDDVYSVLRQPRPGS
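Material: truncated SCP-1 phosphatase (76-261aa) / Buffer or medium: 50 mM Tris acetate pH 5.5, 0.005% Tween-20, 10 mM MgCl2 / Compound dosing: one concentration, 20 µM, with 1.0% DMSO / Incubation: 45 min room-temperature reaction, 5 min colour, 30 min stabiliser / Detection: colorimetric free-phosphate detection, absorbance 630 nm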
Rpn11 block = Rpn11 (PSMD14) deubiquitinase inhibitors, primary screen, biochemical, fluorescence polarization, uHTS | 26S proteasome non-ATPase regulatory subunit 14 (Homo sapiens), O00487 | human 26S proteasome, Ub4-pepOG fluorescence polarization; 20S core pre-blocked with epoxomicin | calls only at 20 µM | hit rate 0.59% among 360,000 | AID 588493, 2011;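 active = inhibition at 20 µM, scaled to each plate's controls, above about 33%, limit read from the data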
LMPTP block = LMPTP phosphatase inhibitors, primary screen, biochemical, fluorescence intensity, uHTS; inhibition, % at 20 µM; recombinant LMPTP-A, OMFP fluorogenic substrate; hit rate 0.22% among 360,000; Low molecular weight phosphotyrosine protein phosphatase (Homo sapiens), P24666;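 active = compounds that cut the enzyme signal by at least half of the control window in the single-dose screen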;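 also: plate controls were DMSO wells with enzyme plus substrate for no effect and substrate without enzyme for full effect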
Target sequence (P24666 whole entry, looked up): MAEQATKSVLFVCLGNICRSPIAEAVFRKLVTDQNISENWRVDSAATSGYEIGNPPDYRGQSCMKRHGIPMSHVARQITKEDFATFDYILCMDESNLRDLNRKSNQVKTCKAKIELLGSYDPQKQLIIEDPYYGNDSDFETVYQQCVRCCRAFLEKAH
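Test system – LMPTP-A enzyme · Amount – LMPTP-A at 0.625 nM final in the reaction · Buffer or medium – Bis-Tris pH 6.0, DTT, detergent · Reagent – OMFP 400 µM · Doses – single 20 µM dose · Schedule – reaction 50 min, room temperature, dark · Detection – fluorescence intensity of OMFP turnover product · Evaluation – percent inhibition versus substrate-only and uninhibited controls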
NadD inh = inhibitors of S. aureus NadD, primary screen, biochemical, colorimetric, uHTS | Nicotinate-nucleotide adenylyltransferase NadD (Staphylococcus aureus N315) | purified NadD enzyme, colorimetric absorbance read-out | inhibition, % at 20 µM | hit rate 0.78% among 360,000 | AID 602399, 2012; in the data active = inhibition above about 26%; also: some compounds past the cut are filed as inactive
DNMT1 inh = human DNMT1 methyltransferase inhibitors, primary screen, biochemical, molecular beacon, fluorescence, HinP1I cleavage, uHTS | DNA (cytosine-5)-methyltransferase 1 (Homo sapiens), P26358 | inhibition (reported as % activation of signal), % at 10 µM | hit rate 0.83% among 360,000; in the data active = inhibition above about 50%
STEP block = STEP phosphatase inhibitors, primary screen, biochemical, fluorescence intensity, uHTS; hit rate 0.25% among 360,000; Tyrosine-protein phosphatase non-receptor type 5 (Homo sapiens), P54829; inhibition, % at 20 µM; recombinant STEP, OMFP fluorogenic substrate; AID 588621, 2011;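 active = inhibition at 20 µM, scaled per plate between control wells, above about 37%, limit read from the data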;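 also: 0% = DMSO with enzyme and substrate and 100% = substrate only without enzyme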
Target sequence (P54829 whole entry, looked up): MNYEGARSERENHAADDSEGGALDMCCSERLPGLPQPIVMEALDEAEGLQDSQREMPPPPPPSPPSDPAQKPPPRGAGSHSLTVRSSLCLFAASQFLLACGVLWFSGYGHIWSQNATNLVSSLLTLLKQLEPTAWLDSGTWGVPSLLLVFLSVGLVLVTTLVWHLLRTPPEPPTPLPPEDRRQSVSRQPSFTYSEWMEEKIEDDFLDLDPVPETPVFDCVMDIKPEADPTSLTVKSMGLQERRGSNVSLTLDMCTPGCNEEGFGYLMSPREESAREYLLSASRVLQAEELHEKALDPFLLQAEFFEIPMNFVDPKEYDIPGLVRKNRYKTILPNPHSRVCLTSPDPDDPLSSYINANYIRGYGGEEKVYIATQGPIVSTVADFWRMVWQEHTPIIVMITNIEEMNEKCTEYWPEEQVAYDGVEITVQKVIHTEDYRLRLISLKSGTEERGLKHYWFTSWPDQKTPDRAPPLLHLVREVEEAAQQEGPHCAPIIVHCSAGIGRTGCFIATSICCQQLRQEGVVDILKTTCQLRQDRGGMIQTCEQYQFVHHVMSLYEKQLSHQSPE
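Material: STEP (striatal-enriched tyrosine phosphatase) enzyme, cell-free | Medium: 50 mM Bis-Tris pH 6.0 with 2.5 mM DTT and 0.005% Tween 20 | Read-out: Percent inhibition scaled to no-enzyme and uninhibited-enzyme controls, plate-pattern corrected | Signal: Fluorescence read at 480 nm ex / 540 nm em | Times: 20 min reaction, room temperature, in the dark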
An asterisk follows results filed as active; i = inactive; nt = no result given.

Preview (four entries):
SMILES	SUMO1 PPI mod	PABP1 MLLE inh	TbMetRS inhib	CSN inh	Scp-1 inhibitor	Rpn11 block	LMPTP block	NadD inh	DNMT1 inh	STEP block
CCCCN(C(=O)C(C)Oc1ccc(Br)cc1)c1c(N)n(Cc2ccccc2)c(=O)[nH]c1=O (stereo not drawn)	0.6	-53.0	0.1	5.6	4.6	i	-1.1	7.2	-2.1	2.0
Cc1cccc(N2CCN(C(c3ccccc3)c3nnnn3CC3CCCO3)CC2)c1C (stereo not drawn)	0.1	-9.7	0.1	2.2	-9.3	i	2.7	2.0	-4.3	0.3
O=C(CNc1cccc(S(=O)(=O)N2CCCCCC2)c1)Nc1cccc([N+](=O)[O-])c1	-16.3	-0.1	-0.8	-2.2	2.3	i	0.5	-3.1	-4.6	2.2
CCN(Cc1ccccc1)S(=O)(=O)c1ccc2c(c1)NC(=O)CS2	5.5	-21.8	0.0	6.9	-6.8	i	1.4	-5.7	1.2	2.0

This part in full (from the top)
SMILES	SUMO1 PPI mod	PABP1 MLLE inh	TbMetRS inhib	CSN inh	Scp-1 inhibitor	Rpn11 block	LMPTP block	NadD inh	DNMT1 inh	STEP block
CCCCN(C(=O)C(C)Oc1ccc(Br)cc1)c1c(N)n(Cc2ccccc2)c(=O)[nH]c1=O (stereo not drawn)	0.6	-53.0	0.1	5.6	4.6	i	-1.1	7.2	-2.1	2.0
Cc1cccc(N2CCN(C(c3ccccc3)c3nnnn3CC3CCCO3)CC2)c1C (stereo not drawn)	0.1	-9.7	0.1	2.2	-9.3	i	2.7	2.0	-4.3	0.3
O=C(CNc1cccc(S(=O)(=O)N2CCCCCC2)c1)Nc1cccc([N+](=O)[O-])c1	-16.3	-0.1	-0.8	-2.2	2.3	i	0.5	-3.1	-4.6	2.2
CCN(Cc1ccccc1)S(=O)(=O)c1ccc2c(c1)NC(=O)CS2	5.5	-21.8	0.0	6.9	-6.8	i	1.4	-5.7	1.2	2.0
CCn1c(Cc2ccccc2)n[nH]c1=S	2.3	-21.4	-0.5	1.5	-2.7	i	-7.9	-1.1	-0.8	-1.5
C[C@@H]1CN([C@@H](C)CO)C(=O)CCCn2nncc2CO[C@H]1CN(C)C(=O)Nc1ccccc1F	0.8	8.0	0.1	7.8	nt	i	-2.3	1.1	5.0	-1.9
CCOc1ccc2c(c1)-c1c(ssc1=S)C(C)(C)N2	-39.5	11.0	-1.3	-3.4	-0.4	i	2.8	2.3	-11.3	0.9
O=C1OC(Nc2nccs2)c2ccccc21 (stereo not drawn)	1.3	8.7	-2.5	-1.6	-4.2	i	0.1	-1.3	2.9	0.4
CCOC(=O)[C@]12CCC=C1N(Cc1ccc3c(c1)OCO3)C(=O)[C@H](CC(=O)NCc1cccc(C(F)(F)F)c1)C2	5.0	nt	0.0	-5.6	nt	nt	3.2	-7.0	nt	nt
C[C@H](NC(=O)c1ncn2c1C(=O)NC[C@H]2C)c1ccccc1	-0.7	-0.9	0.6	1.7	nt	i	-0.7	12.9	1.4	-3.8
COc1ccc(CCNC(=O)c2ccc([N+](=O)[O-])cc2)cc1	-27.3	10.2	0.3	0.9	-6.2	i	-0.5	3.5	1.6	-1.5
CCCNC(=O)COC(=O)c1ccc(-c2ccccc2)cc1	5.4	5.2	-0.9	5.6	-3.0	i	-0.3	-3.9	1.5	-0.6
CC(CCc1ccccc1)NC(=O)COC(=O)c1cc(NS(=O)(=O)c2ccc(Cl)c([N+](=O)[O-])c2)ccc1O (stereo not drawn)	-2.6	3.3	0.3	3.0	-14.7	i	4.0	11.4	-2.8	0.3
Cc1ccc(-n2nnnc2CNC(=O)c2ccc([N+](=O)[O-])o2)cc1C	-25.5	-6.2	0.0	-5.1	-4.9	i	0.6	0.8	-1.6	-2.4
Cc1ccc(-c2ccc(CN3C(CC(C)C)C(=O)N(Cc4cn(CCC5OCCO5)nn4)CCS3(=O)=O)cc2)cc1 (stereo not drawn)	2.8	-13.9	-0.8	0.9	nt	i	5.6	-7.8	-27.1	0.1
CCOC(=O)CSC1=Nc2ccccc2C2=NC(CC(=O)NCc3cccs3)C(=O)N12 (stereo not drawn)	-2.5	-19.4	-0.6	4.0	-7.8	i	-0.7	-4.8	4.0	-1.6
Cc1cc2c(cc(C(=O)OC(C)C(=O)NCc3ccc(F)cc3)n2C)o1 (stereo not drawn)	-16.3	-2.6	-0.4	-6.2	-10.2	i	-0.1	-1.0	-2.2	-1.0
COCCCNC(=O)CCn1nc(-c2ccc(Cl)cc2)ccc1=O	-6.5	10.2	-0.1	-1.8	-4.0	i	-0.5	-2.0	1.7	-2.5
COc1ccc(CCNc2nc(-c3ccncc3)cs2)cc1OC	-23.1	-7.3	-0.4	-6.6	-4.1	i	-0.9	-10.6	0.6	0.8
O=C1S/C(=C\c2ccccc2)C(=O)N1CC(O)Cn1c2ccccc2c2ccccc21 (stereo not drawn)	-1.3	-25.8	-0.2	-12.6	-7.8	i	1.1	1.2	-7.6	-3.1
CCN(CC)C(=O)CN(Cc1ccccc1)S(=O)(=O)c1ccc(F)cc1	-4.5	3.4	-0.7	0.1	-9.6	i	-1.5	-17.4	-2.0	1.3
NC(=O)c1c(NC(=O)c2ccco2)sc2c1CCC2	7.9	11.0	-0.6	0.2	-8.0	i	0.3	2.9	10.3	-0.6
COC(=O)N/N=C/c1ccc(-c2ccccc2Cl)o1	-22.2	-1.0	1.6	-1.2	-8.9	i	0.7	-10.2	-2.5	-1.8
CCOC(=O)CCCNC(=O)c1cncc(Br)c1	3.8	-1.6	-0.9	-3.6	-8.0	i	-1.3	-4.8	2.6	-1.3
Cc1ccc(/C=C(/NC(=O)c2ccccc2)C(=O)NC(Cc2c[nH]c3ccccc23)C(=O)O)cc1 (stereo not drawn)	5.5	0.2	-0.1	-2.5	-5.8	i	-0.4	-1.4	-0.1	1.8

A second format for 2 compounds above.
The line under a structure holds: SUMO1 PPI mod, PABP1 MLLE inh, TbMetRS inhib, CSN inh, Scp-1 inhibitor, Rpn11 block, LMPTP block, NadD inh, DNMT1 inh, STEP block
- Cc1ccc(-n2nnnc2CNC(=O)c2ccc([N+](=O)[O-])o2)cc1C
  -25.5, -6.2, 0.0, -5.1, -4.9, i, 0.6, 0.8, -1.6, -2.4
- Cc1ccc(-c2ccc(CN3C(CC(C)C)C(=O)N(Cc4cn(CCC5OCCO5)nn4)CCS3(=O)=O)cc2)cc1 (stereo not drawn)
  2.8, -13.9, -0.8, 0.9, nt, i, 5.6, -7.8, -27.1, 0.1

Next results follow.
SMILES	SUMO1 PPI mod	PABP1 MLLE inh	TbMetRS inhib	CSN inh	Scp-1 inhibitor	Rpn11 block	LMPTP block	NadD inh	DNMT1 inh	STEP block
Cc1nn(Cc2c(Cl)cccc2Cl)c(C)c1NC(=O)c1cn(-c2ccccc2)nc1-c1ccccc1	-2.1	-1.6	0.3	2.1	0.8	i	2.2	33.8*	67.8*	5.2
COc1ccc(CNC(=O)COc2ccc(S(=O)(=O)N3CCOCC3)cc2)cc1	0.9	-3.9	0.0	0.7	-2.0	i	-0.8	-2.4	2.6	1.3
O=C1C2C3c4ccccc4C(c4ccccc43)[C@@H]2C(=O)N1c1cccnc1 (stereo partly drawn)	-2.2	6.2	0.9	-5.2	-5.1	i	-1.8	-1.0	9.1	2.7
N#Cc1ccsc1NC(=O)c1ccccn1	0.9	-12.1	-0.1	2.3	-4.6	i	-0.4	11.3	-1.0	-2.9
Cc1ccc(NC(=O)CSc2nnc(Cn3c(=O)sc4ccccc43)n2C)cc1Cl	-4.9	2.2	-0.1	1.4	-8.0	i	1.2	-0.4	-2.3	-2.2
CSc1nc2c(cnn2-c2ccccc2)c(=O)n1N	2.4	-15.0	-0.1	-0.2	-0.9	i	-0.7	-2.9	-1.0	-3.2
O=C(c1ccccc1)N1CCN2C(=O)c3ccccc3C12c1ccc(Cl)cc1 (stereo not drawn)	-2.6	11.3	0.0	0.0	-4.5	i	1.7	-7.8	-2.4	5.2
Cc1cc(NS(C)(=O)=O)c(=O)n(Cc2cccc(C(F)(F)F)c2)c1	-1.4	1.2	-0.1	2.0	nt	i	-1.0	8.5	-1.9	0.6
CN(C)S(=O)(=O)c1cccc(COC(=O)Cc2c(F)cccc2Cl)c1	0.9	-3.9	-0.3	5.5	-14.8	i	2.2	-4.9	-2.6	0.0
O=c1sc2ccccc2c(N2CCCCC2)c1[N+](=O)[O-]	-0.1	1.8	1.6	0.6	-4.0	i	-1.3	-2.5	0.6	-0.3
COC(=O)c1c(NC(=O)C(=O)N2CCCC2)sc2c1CC(C)(C)OC2	-3.2	9.6	0.3	-0.5	-6.2	i	1.7	0.1	-0.5	1.5
O=[N+]([O-])c1ccc(-c2cn(-c3ccc(Cl)cc3)c(=S)[nH]2)cc1	-16.2	-74.2	-0.3	-2.7	-1.3	i	8.3	10.9	15.2	8.8
CC(=O)c1ccc(-c2c(C)cc3oc(=O)cc(-c4ccccc4)c3c2C)cc1	2.5	1.9	-1.1	0.1	-1.3	i	5.6	-3.6	-6.7	-2.7
N#Cc1nc(-c2cccc3ccccc23)oc1N1CCCCC1	-2.7	-3.3	-0.1	4.7	0.6	i	-0.4	-1.4	1.2	5.9
Cn1c(=O)c2c(ncn2CC(=O)OCCCC(=O)c2ccc(Br)cc2)n(C)c1=O	2.5	-11.6	-0.3	-1.9	-3.8	i	-2.1	-3.8	4.4	-1.8

Bioassay records: PubChem BioAssay, several laboratories
